FAS-TE inh: blocks the thioesterase domain of human fatty acid synthase | P49327 | recombinant FAS-TE, OMFH fluorogenic substrate, fluorescence endpoint | inhibition, % at 15 µM | hit rate 0.67% among 360,000 | AID 602261;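 active = compounds whose normalised, plate-corrected inhibition of enzyme fluorescence in the single-dose primary screen is 50% or more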;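 note: 0% = DMSO with enzyme and 100% = substrate without enzyme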
NRP1-CendR mod: NRP-1/CendR interaction modulation; O14786; AID 602438; inhibition, % at 25 µM; hit rate 0.85% among 360,000; FAM-RPARPAR peptide binding to NRP-1, fluorescence polarization;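 active = inhibition or corrected inhibition above about 18%, plus a signal ratio from 0.5 to 1.5, limit read from the data, passing the limit was not always enough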; note: strong numbers were not always called active
Target sequence (O14786 whole entry, looked up): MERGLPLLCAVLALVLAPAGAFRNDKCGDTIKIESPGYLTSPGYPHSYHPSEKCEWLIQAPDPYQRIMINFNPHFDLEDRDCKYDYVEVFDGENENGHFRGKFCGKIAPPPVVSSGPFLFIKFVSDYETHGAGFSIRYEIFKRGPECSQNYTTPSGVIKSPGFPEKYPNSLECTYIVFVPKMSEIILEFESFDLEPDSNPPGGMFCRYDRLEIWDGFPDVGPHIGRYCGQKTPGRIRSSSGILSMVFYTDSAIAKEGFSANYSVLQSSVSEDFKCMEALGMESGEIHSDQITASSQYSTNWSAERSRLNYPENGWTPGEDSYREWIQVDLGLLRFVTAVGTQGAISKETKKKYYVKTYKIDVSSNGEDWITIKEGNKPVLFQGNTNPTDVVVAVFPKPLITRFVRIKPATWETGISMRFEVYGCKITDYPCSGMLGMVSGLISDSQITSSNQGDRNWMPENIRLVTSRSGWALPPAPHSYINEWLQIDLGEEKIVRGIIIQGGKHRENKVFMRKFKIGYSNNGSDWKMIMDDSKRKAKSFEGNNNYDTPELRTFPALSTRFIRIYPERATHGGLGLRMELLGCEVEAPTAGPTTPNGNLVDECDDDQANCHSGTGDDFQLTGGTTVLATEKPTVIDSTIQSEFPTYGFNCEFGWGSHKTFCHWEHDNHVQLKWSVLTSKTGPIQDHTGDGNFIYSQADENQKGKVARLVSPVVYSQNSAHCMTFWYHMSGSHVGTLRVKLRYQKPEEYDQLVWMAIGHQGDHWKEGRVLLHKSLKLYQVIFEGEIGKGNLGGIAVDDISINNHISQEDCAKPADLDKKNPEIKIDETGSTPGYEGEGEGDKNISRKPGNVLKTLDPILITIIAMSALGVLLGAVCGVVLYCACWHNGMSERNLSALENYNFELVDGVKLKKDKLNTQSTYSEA
MsrA inh: inhibits bovine methionine sulfoxide reductase A | purified bovine MsrA, absorbance read-out | AID 651718 | hit rate 0.75% among 360,000 | inhibition, % at 15.5 µM; in the data active = inhibition above about 4.5%;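 note: 0% = vehicle wells with enzyme and 100% = reference inhibitor wells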
PABP1 MLLE inh: inhibitors of microRNA-mediated deadenylation, human PABP1 MLLE binding | P11940 | GST-MLLE / FITC-PAM2 fluorescence polarization | inhibition, % at 20 µM | hit rate 0.36% among 360,000 | AID 588489; in the data active = inhibition above about 35%, passing the limit was not always enough;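 note: plate controls were DMSO wells with GST-MLLE for no effect and wells lacking GST-MLLE protein for full effect; some results filed as inactive read as strong as hits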
MsrA act: activates bovine MsrA enzyme; purified bovine MsrA, absorbance read-out; activation, % at 10.6 µM; hit rate 0.3% among 360,000; AID 602163; in the data active = activation above about 7.5%;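 note: 0% = vehicle and 100% = reference activator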
TbMetRS inhib: Trypanosoma brucei MetRS inhibition; inhibition, % at 11.9 µM; AID 624268; hit rate 0.4% among 360,000; purified T. brucei MetRS, ATP depletion, Kinase-Glo luminescence;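 active = inhibition above a per-plate cutoff of the control wells' mean inhibition plus 3 SD, cut at about 5.5% in these data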;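 note: 0% = DMSO wells median and 100% = median of wells with control inhibitor compound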
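technique = Kinase-Glo luminescence, ATP depletion format | system = purified MetRS (methionyl-tRNA synthetase) enzyme from Trypanosoma brucei | timing = 15 min preincubation, 2 h reaction, all 25 °C | evaluation = percent inhibition versus plate control medians | dosing = single dose, 11.9 µM final nominal, 0.9% final DMSO | also added = substrates ATP, L-methionine and bulk Escherichia coli tRNA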
MT1-MMP act inh: blocks activation of human MT1-MMP | hit rate 0.061% among 360,000 | HT1080 RFP-PRO-GFP cells, GFP/RFP ratio fluorescence, overnight; percent of plate control window, DMSO zero | GFP/RFP ratio change, % at 20 µM | P50281;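 active = GFP/RFP ratio change of at least 30% with cell ATP level not reduced by more than half and red fluorescence within 50% of control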; note: strong numbers were not always called active
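Assay system – RFP-PRO-GFP reporter HT1080 cells · Compound dosing – single dose of 20 µM compound, 1% DMSO final · Incubation – overnight compound exposure at 37 °C · Measure – GFP/RFP fluorescence ratio · Benchmarks – DMSO wells and RFP-L50D-GFP cells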
SKN-1 block: inhibitors of C. elegans SKN-1; C. elegans VP596 Pgst-4::GFP/RFP ratio, acrylamide-induced, 24 h; inhibition, % at 21.8 µM; hit rate 0.49% among 360,000;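 active = interference check ratio from 0.5 to 1.5 plus GFP to RFP signal ratio inhibition reaching or exceeding a fixed threshold, cut at about 30% in these data, passing the limit was not always enough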; note: some compounds called inactive have numbers as strong as hits
E coli Lon inh: inhibitors of E. coli Lon protease; inhibition, % at 7.94 µM; AID 602123; hit rate 0.42% among 360,000; purified E. coli Lon protease, fluorescence polarization; P0A9M0; in the data active = inhibition above about 13%, passing the limit was not always enough;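 note: 0% = enzyme with probe and DMSO and 100% = no enzyme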
Active calls of the source: *; . = not tested or not shown.

structure	FAS-TE inh	NRP1-CendR mod	MsrA inh	PABP1 MLLE inh	MsrA act	TbMetRS inhib	MT1-MMP act inh	SKN-1 block	E coli Lon inh
C=CCN1N=C(/C=C/c2ccc(OC)cc2)CCC1=O	0	-8	7.8*	-9	-2	0.1	-1	6	-4
COc1cc(CN2CC(C)OC(C)C2)cc(OC)c1 (stereo unspecified)	-4	10	1.9	-5	-6	-0.9	3	4	-4
Cc1cc(C)c(NC(=O)CSc2cccc[n+]2[O-])c(C)c1	-8	2	1.1	-5	-2	-0.2	2	9	1
N=c1c(C(=O)NC2CCCCC2)cc2c(=O)n3ccccc3nc2n1Cc1ccco1	2	6	1.4	-10	-3	-0.1	-7	9	-3
CS(=O)(=O)N(Cc1ccccc1)c1ccc(C(=O)N2CCOCC2)cc1	-9	19	-0.6	20	-2	-0.8	3	7	-2
Clc1ccccc1-c1cc2nc(NCCCn3ccnc3)ccn2n1	-14	2	0.7	-7	-7	-0.1	7	12	1
COc1ccc(C)cc1S(=O)(=O)N(C)CC(=O)NC1CCCCCC1	0	-7	2.4	-61	-1	-0.4	-1	-7	-2
CCOc1nc2c(c(-c3cccs3)c1C#N)Cc1ccccc1-2	-6	9	0.8	10	5	0.0	1	21	4
C=CCn1c(O)c(N=NC(=O)CNC(=O)/C=C/c2ccc(OC)cc2)c2ccccc21	0	-3	1.7	-7	-1	0.0	0	-7	-5
O=C(Nc1ccc(S(=O)(=O)Nc2ncccn2)cc1)c1ccc(Br)o1	2	4	1.2	2	-2	0.3	2	-9	9
O=C(NCc1ccc2c(c1)OCO2)C1CCCN1C(=O)Nc1cccc(F)c1 (stereo unspecified)	-5	1	-1.4	-2	-4	0.3	5	26	4
Nc1nc2nc[nH]c2c(=O)[nH]1	0	2	.	-25	-2	-0.7	-5	-10	-10
CC(C)(C)c1ccc(S(=O)(=O)N2CCN(C(=O)C3=COCCO3)CC2)cc1	2	7	-0.9	-9	-3	-0.2	0	21	-8
Cc1ccc2ncnc(Nc3cccc(C(=O)O)c3)c2c1	-9	2	2.4	6	-4	0.5	2	-2	-5
Cc1ccc(C(=O)Nc2cccnc2)cc1Cl	-4	-1	-0.2	8	1	-0.3	0	3	-3
C=CCNS(=O)(=O)c1nc(C)c(Cl)c(C)c1C#N	-2	-3	0.5	-2	-2	-0.2	1	-25	-1
O=C(NCc1ccccc1)c1ccc(NC(=O)C2CCCCC2)cc1	-5	-7	0.8	3	1	0.0	6	-1	-3
S=C(NCCCN1CCOCC1)N(Cc1ccccc1)Cc1ccccc1	0	0	-0.9	-155	-2	-0.3	3	14	5
COc1cccc(CNC(=O)[C@@H]2CCCN2C(=O)[C@H]2CCCCN2S(=O)(=O)c2ccc(OC)c(C)c2)c1	-8	2	-0.1	.	-2	-0.5	2	15	0
Cc1cc(Nc2ccc(F)cc2Cl)n2ncnc2n1	-7	9	0.6	-17	-3	1.5	-3	13	-5
C=CCn1c(SCC(=O)NCc2ccc3c(c2)OCO3)nnc1-c1cccnc1	0	-10	0.9	3	-3	0.4	-5	-8	-6
CC(NS(=O)(=O)c1cc2c3c(c1)CCC(=O)N3CCC2)c1ccccc1 (stereo unspecified)	-5	5	1.3	-7	-2	-0.3	2	9	-13
Cc1ccccc1CNC(=O)Cc1ccccc1[N+](=O)[O-]	-8	-1	0.1	7	-6	-1.2	-1	-10	0
Cc1ccc(N2CC(C(=O)Nc3cccnc3)CC2=O)cc1Cl (stereo unspecified)	3	-2	-1.6	-5	-3	-0.2	0	4	-11
Cn1cnc2c(cnn2-c2ccccc2)c1=O	-6	-4	-0.2	4	-5	-1.0	3	-3	-18
Cc1nc2ccc(C(=O)N3CCN(c4ccccc4)CC3)cn2c1N(C)C(=O)CCc1ccccc1	-2	-4	0.0	10	3	-0.1	-1	10	-2
CCc1cccc(C)c1NC(=O)c1cccnc1	-6	11	0.4	4	-2	0.8	-2	14	-6
O=C(NC1CCN(Cc2ccccc2)CC1)c1ccc(S(=O)(=O)NCc2ccco2)cc1	0	-5	-1.7	-3	-8	-0.4	0	-10	-3
CCn1cc(C(=O)O)c(=O)c2cc(F)c(N3CCN(C(=S)NC(=O)c4ccc(F)cc4)CC3)cc21	-7	-3	-1.3	-42	-6	-1.1	-7	1	5
Cc1ccc(CN2CCN(C/C(Cl)=C/c3ccccc3)CC2CCO)o1 (stereo unspecified)	-7	6	2.8	1	-5	0.1	-6	-9	-9
C/C(=N\NC(=O)c1ccc([N+](=O)[O-])cc1)c1cccc([N+](=O)[O-])c1	6	0	0.3	-7	-12	-1.1	-5	-14	0
Cc1onc(-c2ccccc2Cl)c1C(=O)N1CCN(Cc2ccc3c(c2)OCO3)CC1	3	-1	-0.3	-17	-4	0.7	1	3	-10
C[C@H]1CN([C@@H](C)CO)C(=O)c2cc(-c3cccnc3)cnc2O[C@H]1CN(C)Cc1ccc(Oc2ccccc2)cc1	-6	2	0.6	-13	-5	0.2	3	-5	-11
O=C(NC1CCCCCC1)C(Cc1ccccc1)n1cccc1 (stereo unspecified)	6	0	-0.1	-5	-8	-0.6	-1	-7	-3
O=C(c1nnc(-c2ccc(Cl)cc2)o1)C1CCCC1	9	-18	-0.3	12	-1	0.4	-1	2	-7
c1ccc2c(Nc3ccc(N4CCOCC4)cc3)nc(N3CCOCC3)nc2c1	3	6	1.4	0	-2	1.0	3	24	5
CCc1c(C)[nH]n(-c2nc(-c3ccccc3)cs2)c1=O	2	-1	2.1	17	-4	-0.9	1	6	3
COc1ccc(S(=O)(=O)N2CCN(C(=O)c3ccc(C)o3)CC2)cc1	-6	5	0.0	20	-6	-0.9	-1	-15	2
O=C(Cc1ccccn1)c1ccc(F)cc1	-6	-4	-0.5	-6	-1	-0.3	-4	14	2
c1ccc(-c2nnc3sc(Cc4cccs4)nn23)cc1	-1	-3	-0.2	-43	-3	0.0	-6	-4	-6
COc1ccc(NC(=S)NC(C)Cc2cccs2)cc1 (stereo unspecified)	-10	-3	-0.8	-48	0	-0.2	-3	-27	4
COc1cc(C(=O)Nc2ccccc2N2CCCCC2)cc(OC)c1OC	15	11	1.4	-12	-3	-0.9	4	5	6
Cc1nn(-c2ccccc2)c(C)c1/C=N/NC(=O)c1cc(-c2ccc(Cl)s2)[nH]n1	4	4	1.9	-7	-13	-1.7	.	-18	3
Cn1c(=O)c2c(nc(N3CCCCC3)n2C)n(C)c1=O	-10	1	0.1	6	1	0.5	1	0	2
O=C1C=C(c2ccc(Cl)c(C(F)(F)F)c2)C[C@@H](c2ccc(Cl)cc2)C1	54*	4	-0.1	-10	-2	-0.1	2	20	-3
CCOC(=O)c1c(N)sc(C(=O)N2CCCCCC2)c1C	-8	-11	-0.6	13	-8	-1.4	-3	-4	-10
CCCCNC(=O)CCNS(=O)(=O)c1ccc(C)cc1	-8	-6	0.1	-4	-10	-0.9	5	-8	-4
c1ccc(-n2nnnc2-c2cnc(-c3cccnc3)nc2-c2cccs2)cc1	14	2	2.1	1	-5	0.5	-1	8	-4
Cc1ccnc(N2C(=O)c3ccccc3C2Nc2cccc(C)c2C)c1 (stereo unspecified)	4	4	-0.1	6	-1	-0.3	0	-4	-6
CN=C(Nc1ccccc1)SC1CC(=O)N(c2cccc(OC)c2)C1=O (stereo unspecified)	4	-1	1.9	-6	-2	-0.7	6	10	0
Cc1ccc(-c2nc(CN3CCCCC3)cc(CN3CCCCC3)c2O)cc1	-5	-5	1.6	-2	-2	-0.1	0	3	-4
CN(Cc1nc(-c2ccccn2)no1)S(=O)(=O)c1ccc(Br)cc1	-2	28*	0.8	18	-6	-1.0	-2	-18	-2
Cc1ccc(C(=O)NCC(=O)OCCCOC(=O)CNC(=O)c2ccc(C)cc2)cc1	-7	-6	-0.2	-7	-3	-0.3	-3	6	9
CCCCNC(=S)N/N=C/c1ccccc1F	4	-4	0.4	28	-10	-1.7	4	16	-8
CCNc1nc(OCCNC(C)=O)nc(N(C)C)n1	-6	19	-0.5	11	-3	0.0	10	-11	1
COc1ccc(S(=O)(=O)N2CCC(C(=O)NCCC(=O)NCc3ccccc3OC)CC2)cc1	-4	9	0.3	3	-2	0.3	0	3	-2
NC(=O)COC(=O)[C@@H]1CC(O)CN1S(=O)(=O)c1ccc2c(c1)OCCO2 (stereo partly specified)	2	0	-0.1	12	-7	-0.7	0	-8	-13
Cn1c(SC2C(=O)CC(C)(C)CC2=O)nnc1-c1ccco1	-7	-5	-0.5	-5	-1	0.1	4	15	1
CC(C)n1c(=O)[nH]c(=O)n1C(C)C	-6	11	2.8	-4	-5	-0.5	-2	0	-5
FC(F)(F)c1cc(C(F)(F)F)c2ccc(N3CCOCC3)nc2n1	-2	1	0.1	0	-2	-0.5	1	9	-1

Additional compounds follow:
structure	FAS-TE inh	NRP1-CendR mod	MsrA inh	PABP1 MLLE inh	MsrA act	TbMetRS inhib	MT1-MMP act inh	SKN-1 block	E coli Lon inh
CC(=NCCCn1ccnc1)c1c(-c2ccccc2)[nH]n(-c2nc3ccccc3s2)c1=O	-11	-13	1.1	-17	-9	-0.7	-1	-12	3
Cc1cc(C)nc(NS(=O)(=O)c2ccc(NC(=O)c3ccc(S(=O)(=O)N4CCOCC4)cc3)cc2)n1	-6	-6	.	0	-4	-0.6	5	-2	-5
CC1=C(C#N)C(/C=N/OCc2ccc(F)cc2Cl)CC(=O)N1 (stereo unspecified)	9	-2	-0.2	2	-2	-0.6	-3	3	2
COc1cc(/C(C)=N/NC(=O)C(O)(c2ccccc2)c2ccccc2)ccc1O	-2	2	1.6	-14	6	-0.1	1	9	-1
CCCCC#Cc1ccccc1CC(=O)Nc1ccccc1	9	6	-0.1	-24	0	-0.2	3	-4	-14
COc1ccccc1NC(=O)CSCc1ccc([N+](=O)[O-])cc1	9	9	-1.1	8	4	0.1	1	12	-6
O=C(NCCc1ccccc1F)c1cccc2cccnc12	-5	-38	0.7	-27	-1	-0.5	-7	6	-24
CN1CCN(c2nc3c(c(=O)[nH]c(=O)n3C)n2Cc2ccccc2)CC1	-3	10	0.8	-8	-2	-0.1	-4	21	-6
CN(C)c1ccc(NC(=O)C2CCCN(S(=O)(=O)c3ccccc3)C2)cc1 (stereo unspecified)	1	9	-0.1	-24	-2	0.1	-2	-1	5
C[C@H](CO)N1C[C@H](C)[C@@H](CN(C)S(=O)(=O)c2cccs2)OCc2cnnn2CCCC1=O	-6	-5	0.2	-10	-6	-1.3	3	-7	3
COCCNC(=O)CSc1nc2ccc(N3CCOCC3)cc2c(=O)n1Cc1ccc(OC)cc1	8	12	0.3	-41	-14	-0.9	-12	-4	-11
N#CCCSCc1ccc2oc(C(=O)O)cc2c1	-13	1	-0.2	17	-12	-1.6	-2	17	-1

Single records, from the list above. Order of screens: FAS-TE inh, NRP1-CendR mod, MsrA inh, PABP1 MLLE inh, MsrA act, TbMetRS inhib, MT1-MMP act inh, SKN-1 block, E coli Lon inh
`Cn1c(=O)c2c(nc(N3CCCCC3)n2C)n(C)c1=O` is entered as -10, 1, 0.1, 6, 1, 0.5, 1, 0, 2
`O=C(NC1CCN(Cc2ccccc2)CC1)c1ccc(S(=O)(=O)NCc2ccco2)cc1` is entered as 0, -5, -1.7, -3, -8, -0.4, 0, -10, -3
